# Screening results as filed in PubChem BioAssay.
# 697 NFkB inh: inhibitors of PMA/ionomycin-induced NF-kB reporter, 697 cells, primary screen, B-cell NF-kB inhibitor project, cell-based, luminescence, uHTS; 697 B-cell NF-kB luciferase reporter, 16 h; inhibition, % at 4 µM; actives 0.33% (n = 330,000); AID 435022, 2010; in the data active = inhibition above about 35%
# Mdm2 MdmX PPI: inhibitors of human Mdm2-MdmX association, primary screen, cell-based, luminescence, split luciferase, SaOS-2, uHTS; Protein Mdm4 (Homo sapiens) + E3 ubiquitin-protein ligase Mdm2 (Homo sapiens), …; SaOS-2 split-luciferase Mdm2/MdmX complementation; inhibition, % at 8 µM; actives 3% (n = 330,000); AID 485346, 2010;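 active = inhibition of at least 50% at 8 µM in the primary screen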
# Target sequence (O15151 whole entry, looked up): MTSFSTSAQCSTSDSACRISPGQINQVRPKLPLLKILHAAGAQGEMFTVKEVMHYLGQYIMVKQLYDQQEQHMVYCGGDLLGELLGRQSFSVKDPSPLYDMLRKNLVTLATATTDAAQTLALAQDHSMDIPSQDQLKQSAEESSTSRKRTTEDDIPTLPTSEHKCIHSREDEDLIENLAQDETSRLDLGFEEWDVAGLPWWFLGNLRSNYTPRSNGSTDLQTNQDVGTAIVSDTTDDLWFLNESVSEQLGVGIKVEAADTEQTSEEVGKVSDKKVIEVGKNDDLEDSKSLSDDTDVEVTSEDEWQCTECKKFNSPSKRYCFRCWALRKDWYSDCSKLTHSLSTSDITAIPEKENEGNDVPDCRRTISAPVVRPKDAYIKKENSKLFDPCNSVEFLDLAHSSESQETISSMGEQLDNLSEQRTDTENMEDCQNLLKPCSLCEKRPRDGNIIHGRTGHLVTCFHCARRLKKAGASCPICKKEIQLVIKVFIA
# Target sequence (Q00987 whole entry, looked up): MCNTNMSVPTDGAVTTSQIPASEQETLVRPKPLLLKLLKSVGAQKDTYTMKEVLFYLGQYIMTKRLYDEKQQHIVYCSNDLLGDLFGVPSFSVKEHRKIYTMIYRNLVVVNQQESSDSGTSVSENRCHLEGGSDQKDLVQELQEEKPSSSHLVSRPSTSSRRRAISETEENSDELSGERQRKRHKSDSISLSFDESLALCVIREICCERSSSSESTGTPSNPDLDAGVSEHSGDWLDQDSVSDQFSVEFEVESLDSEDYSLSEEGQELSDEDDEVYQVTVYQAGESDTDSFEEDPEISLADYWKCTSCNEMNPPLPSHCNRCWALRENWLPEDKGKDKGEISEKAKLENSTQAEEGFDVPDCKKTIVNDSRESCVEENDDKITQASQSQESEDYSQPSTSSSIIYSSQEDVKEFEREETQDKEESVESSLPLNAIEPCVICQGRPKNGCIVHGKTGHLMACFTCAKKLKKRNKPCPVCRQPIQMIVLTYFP
# tim23-1 inh: growth inhibitors of tim23-1 mutant yeast, primary screen, luminescence, uHTS; actives 1.3% (n = 330,000); AID 463212, 2010; S. cerevisiae tim23-1 growth, BacTiter-Glo luminescence, 24 h; inhibition, % at 20 µM;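 active = growth inhibition of the mutant yeast at or above 50%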;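 note: temperature-sensitive mutant grown at 25 °C; plate controls were DMSO-treated mutant yeast for no effect and medium wells lacking yeast for full effect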
# UPR XBP1 act: activators of adaptive XBP1 UPR arm, primary screen, cell-based, CHO-XBP1 luciferase reporter, luminescence, uHTS | IRE1-XBP1 UPR activation; percent of tunicamycin response, DMSO as zero | actives 0.33% (n = 330,000) | activation, % at 20 µM | AID 463104, 2010;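 active = versus positive control, 20 µM dose yields 30% or more activation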;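 note: 100% = tunicamycin at 10 µg/mL and 0% = DMSO only wells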
#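 Assay system: CHO-XBP1 luciferase reporter cells; Schedule: 6 h treatment, 37 °C; Detection: glow luminescence from Steady-Glo reagent; Benchmarks: high control tunicamycin 10 µg/mL final, low control DMSO vehicle only.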
# TIM10 inh: growth inhibitors of isogenic TIM10 control yeast, primary screen, counter-screen for tim10-1 yeast inhibitor project, luminescence, uHTS; S. cerevisiae TIM10 strain growth, BacTiter-Glo luminescence, 24 h; inhibition, % at 10 µM; actives 1.4% (n = 330,000); AID 463195, 2010;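 active = inhibition of 40% or more at the single tested concentration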;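 note: wild-type TIM10 isogenic control strain grown at permissive 25 °C; 0% = DMSO yeast wells and 100% = minimal medium wells without yeast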
# Jurkat NFkB inh: inhibitors of induced NF-kB luciferase reporter, primary screen, TCR NF-kB activation inhibitor project, cell-based, luminescence, uHTS. actives 0.53% (n = 330,000). AID 435003, 2010. Jurkat, PMA/ionomycin-induced NF-kB luciferase reporter. inhibition, % at 4 µM; in the data active = inhibition above about 50%
# tim10-1 inh: growth inhibitors of tim10-1 mutant yeast, primary screen, luminescence, uHTS; S. cerevisiae tim10-1 ts strain growth, BacTiter-Glo, 24 h; inhibition, % at 20 µM; actives 2.2% (n = 330,000); AID 463190, 2010;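 active = inhibition of at least 40%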;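 note: mutant grown at 25 °C; 0% = DMSO wells with yeast and 100% = wells holding no yeast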
# CHOP UPR activ: activators of apoptotic CHOP UPR arm, primary screen, cell-based, CHO-CHOP luciferase reporter, luminescence, uHTS; activation, % at 10 µM; actives 0.34% (n = 330,000); AID 449763, 2010; UPR activation; percent of tunicamycin response over DMSO baseline;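 active = at 10 µM dose, activation of 40% or more, normalized to positive control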;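 note: 100% = tunicamycin at 10 µg/mL and 0% = DMSO alone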
#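 Test system: CHO CHOP reporter cells. Input: 500 CHO-CHOP cells per well. Medium: F12 with 10% FBS. Technique: luciferase luminescence. Measure: percent activation relative to tunicamycin control. Dosing: 10 µM compound, 0.5% DMSO. Timing: 16-18 h cell attachment, then 6 h compound exposure, 37 °C.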
# An asterisk follows results filed as active.
SMILES,697 NFkB inh,Mdm2 MdmX PPI,tim23-1 inh,UPR XBP1 act,TIM10 inh,Jurkat NFkB inh,tim10-1 inh,CHOP UPR activ
Cn1c(COc2ccc(Cl)cc2)nc2ccccc2c1=O,-87,20,22,2,-1,-9,-53,4.4
CC(=O)c1cccc(NC(=O)CSc2ccc(-c3ccccn3)nn2)c1,-11,37,25,-4,3,23,30,1.3
Cc1nn(C)c(C)c1NS(=O)(=O)c1ccc(Cl)s1,14,19,3,-3,3,-12,-11,1.5
O=C(CCl)NCCCN(C(=O)C(Cl)Cl)c1ccc([N+](=O)[O-])cc1,20,36,4,-2,7,12,5,2.5
CN(Cc1nc(CCc2ccccc2)no1)Cc1cccs1,16,-29,14,-2,18,0,15,5.2
CC(=O)Nc1ccc(NC(=O)C(C)OC(=O)c2ccc(S(=O)(=O)N3CCCCCC3)cc2)cc1 (centres undefined),7,23,8,1,-2,5,14,-0.1
COc1ccccc1C1=NOC(C)(c2sc(-c3ccccc3)nc2C)C1 (centres undefined),0,21,8,3,-21,12,-19,2.3
COc1cc(OC)cc(C(=O)Oc2c(CN3CCOCC3)cc(Cl)c3cccnc23)c1,-8,50*,48,23,21,10,25,15
O=C(N/N=C/c1ccc2cccc(OCc3ccccc3)c2n1)c1ccc(Cl)cc1,-14,20,0,1,17,-11,9,-0.9
COc1ccc(NC(=O)c2cccc(NC(=O)C3C4CC5OC(=O)C3C5C4)c2)c(OC)c1 (centres undefined),6,12,7,-2,2,-14,13,-2.1
COc1cc(SC)ccc1C(=O)OCC(=O)NCCC1=CCCCC1,-1,4,14,-2,-10,12,27,0.2
COc1cccc(/C=N/NC(=O)C(=O)N2CCCC2)c1O,-10,-14,21,-2,13,5,23,0.6
O=C(NCCc1ccc(C(F)(F)F)cc1)C1CCC(=O)N(CCc2cccc(F)c2)C1 (centres undefined),-10,25,19,0,8,-26,6,2.7
COCCNC(=O)COc1ccc(Br)cc1Cl,3,3,2,2,-5,3,7,0.9
Cc1c(Cl)cccc1NC(=O)CCC(=O)NNC(=O)c1ccco1,24,7,-3,0,-1,-4,11,0.9
COc1cccc(-c2nn(C)c3sc(C(=O)NCc4ccc5c(c4)OCO5)cc23)c1,1,40,23,-2,6,-2,14,1.2
Cc1occc1C(=O)Nc1cccc2ccccc12,-81,-141,39,-1,32,-114,5,4.3
CC(OC(=O)c1ccc(Br)c(S(=O)(=O)N2CCOCC2)c1)C(=O)NC1CCCCC1C (centres undefined),-3,-33,15,-3,12,-1,7,0.2
COc1ccc(NC(=O)CCCN2C(=O)C3CC=CCC3C2=O)cc1 (centres undefined),8,21,-6,-2,10,-10,-4,-0.8
c1ccc(-c2csc(Nc3nc(N4CCOCC4)nc(N4CCOCC4)n3)n2)cc1,22,4,-6,9,2,-11,1,1.7
COc1cc(OC)cc(-c2nnc(SCC(=O)N3CCCCC3)o2)c1,-2,12,13,0,-5,12,13,2.1
COc1ccccc1C(=O)NC(=O)COC(=O)c1cccc(OC(F)F)c1,-20,6,15,-1,2,2,3,-0.1
CC(=O)C(Sc1nc(N(C)C)nc(N(C)C)n1)C(=O)Nc1ccccc1 (centres undefined),16,-1,28,-1,97*,9,40*,-0.9
COc1ccc(C=O)cc1COc1ccc(F)cc1F,9,36,2,0,5,6,15,-0.8
Cc1ccc(S(=O)(=O)n2nc(C)c(S(=O)(=O)N3CCOCC3)c2C)cc1,9,11,7,-6,3,2,19,1.9
CCC(CC)C(=O)Nc1cccc(C(=O)NCCc2ccccc2)c1,-3,-2,19,-1,3,-24,-12,2.1
CCOC(=O)c1oc2cc(C)cc(C)c2c1C,2,-3,14,3,6,6,-2,0.8
CCCn1nc(NC(=O)c2cccs2)c2cc3cc(C)ccc3nc21,-35,1,43,1,15,-11,41*,1.0
CCCc1ccc(C(=O)NNc2cc(Cl)ccc2Cl)cc1,7,34,29,-3,18,26,3,1.0
O=C(OCc1c(F)cccc1Cl)c1cnccn1,-4,8,6,1,11,0,15,-1.9
COC(=O)c1sc(NC(=O)c2ccc(Cn3cc(Cl)cn3)o2)c(C#N)c1C,15,15,20,-2,13,7,44*,2.5
COc1ccc2oc(=O)c(C(=O)Nc3cccc(C(C)=O)c3)cc2c1,-78,-42,7,2,-1,-10,5,6.9
O=C(Nc1cnn(C23CC4CC(CC(C4)C2)C3)c1)c1cc(-c2ccccc2)on1,-83,-13,0,3,-5,-9,-4,-1.9
CCc1nc2ccccc2nc1N1CCN(S(=O)(=O)c2ccc(Cl)cc2)CC1,15,-4,32,1,39,8,31,2.5
COc1cc(C(=O)Nc2nnc(C(F)(F)F)s2)c([N+](=O)[O-])cc1OC,2,5,1,1,4,14,11,1.0
CCCCN(CCCC)CCCN1CC(=O)N2[C@@H](Cc3c([nH]c4ccccc34)C2(C)C)C1=O,-7,-9,14,-4,9,-17,5,5.3
Cc1ccc(S/C(=N\S(=O)(=O)c2ccc(Cl)cc2)c2ccccc2)cc1,23,13,36,44*,31,1,41*,6.7
COc1cc(OC)c2c(C)cc(=O)oc2c1,-12,34,-1,2,-14,-15,7,-0.3
Cc1ccc(S(=O)(=O)N2CCN(C(=O)CSc3nnnn3C)C2)cc1,13,16,1,-4,-8,17,3,-0.8
CCOC(=O)N1CCN(C(=O)c2oc3ccc(S(=O)(=O)N4CCCCC4)cc3c2C)CC1,3,27,22,-2,7,1,12,-1.1
CCCN(CCC)C(=O)c1ccc2nc(-c3ccc(OC)c(OC)c3)c(-c3ccc(OC)c(OC)c3)nc2c1,2,30,0,0,28,8,5,3.9
CCN(CC)c1ccc(C2C(C(=O)OCCOC)=C(C)NC3=C2C(=O)CC(C)(C)C3)cc1 (centres undefined),9,8,19,0,-7,-10,13,-2.8
Nc1nnc(SCC(=O)OCC(=O)Nc2ccccc2)s1,7,15,9,0,2,-3,12,0.0
COc1ccc(C(=O)NCc2ccc(F)cc2)cc1S(=O)(=O)N1CCCC1,7,17,6,1,6,14,-12,-1.7
CC(=O)c1cccc(NC(=O)c2cnn3ccccc23)c1,-59,-20,11,0,-8,-84,0,6.6
O=C(Nc1ccc(-c2nc3cccnc3s2)cc1)c1ccc(Cl)nc1,-144,-46,-5,-1,-14,-88,-5,6.2
Cc1c2c(nc3ccccc13)CCC(C)C2 (centres undefined),-8,-7,8,0,-21,2,13,0.4
O=C(CN1C(=O)c2ccccc2C1=O)Oc1ccc(F)cc1,5,-22,18,-2,2,-13,30,0.2
O=S(=O)(NCc1csc(-c2cccnc2)n1)c1ccc(Br)cc1,-7,-19,12,-3,-3,5,30,2.8
CC(=O)Oc1cccc(N2C(=O)C3C4C=CC(C4)C3C2=O)c1 (centres undefined),-13,-9,10,-1,-4,6,15,0.3
COc1ccc(/C=C/C(=O)NCC(=O)N2CCC(N(C)CCN3CCOCC3)CC2)cc1OC,1,9,5,-1,1,4,4,0.6
CC1Sc2ccc(C(=O)Nc3ncccc3O)cc2NC1=O (centres undefined),-82,-10,-3,-4,-8,-37,-7,-1.2
CCc1ccc(NC(=O)CCc2ccc(CC)o2)cc1,-6,14,14,1,-2,-3,4,3.7
COc1cccc(Cl)c1NC(=O)N1CCc2c([nH]c3ccccc23)C1C(F)(F)F (centres undefined),6,19,15,7,14,22,15,-0.7
CN(C)c1ccc(-c2noc(-c3ccccc3O)n2)cc1,-370,-48,-8,-2,-9,-167,22,-2.9
Nc1cc(N)nc(CS)n1,19,13,2,0,-11,-3,-10,0.2
CCN1CCN(C(=O)CS(=O)(=O)Cc2nc(-c3ccccc3C)oc2C)CC1,-29,1,4,-1,7,-1,-2,1.4
COc1ccc(/C=C2\SC(=O)N(CC(=O)NNC(=O)c3ccccc3O)C2=O)cc1,-5,11,-32,-1,-10,-9,-1,0.8
COC(=O)Cc1ccc(NC(=O)c2ccc(C)c(C)c2)cc1,30,-51,6,3,18,-81,-4,2.5
CCOC(=O)c1c(C)nc2sc3c(=O)[nH]cnc3c2c1-c1ccc(OC)cc1,-1,-2,1,2,-8,2,11,0.4
# (continued)
SMILES,697 NFkB inh,Mdm2 MdmX PPI,tim23-1 inh,UPR XBP1 act,TIM10 inh,Jurkat NFkB inh,tim10-1 inh,CHOP UPR activ
COc1ccc(OCC(O)CNC(=O)Nc2cccc3ccccc23)cc1 (centres undefined),-23,-10,6,2,-12,21,7,0.6
O=C(Nc1nccs1)c1ccc2c(c1)C(=O)N(Cc1cccnc1)C2=O,13,20,15,0,4,19,2,1.8
N=C1c2ccccc2CN1c1ccc(N2CCOCC2)c(S(=O)(=O)Nc2ccc(Cl)cc2)c1,-20,24,9,2,10,-6,28,0.0
COc1ccccc1NC(=O)N1c2ccccc2NC(=O)CC1C (centres undefined),2,20,7,-2,-18,1,-15,0.4
COC(=O)c1ccc2c(=O)n(CCCCCC(=O)NCc3ccccn3)c(=O)[nH]c2c1,6,-4,2,0,12,2,7,0.9
O=C(Nc1ccccc1C(F)(F)F)NC1CCCCC1,25,-5,-8,0,9,9,14,2.9
CCN(CC)CCNC(=O)Cc1nn(Cc2ccccc2)c(=O)c2ccccc12,-2,4,5,0,-2,-6,0,0.5
Cc1nc(C(=O)Nc2cc(Cl)ccc2Cl)nn1-c1cc(OC(C)C)c(Cl)cc1Cl,2,19,20,1,12,-12,20,-4.5
O=C(Nc1cccc(F)c1)C1CC(=O)N(c2ccc(Cl)cc2)C1 (centres undefined),19,25,-2,-1,15,0,22,0.6
CC(=O)N(CCN1CCOCC1)Cc1cc2cc3c(cc2nc1Cl)OCO3,4,-1,4,-3,5,1,9,0.8

# Eleven entries already listed, sorted by molar mass, low to high:
SMILES,697 NFkB inh,Mdm2 MdmX PPI,tim23-1 inh,UPR XBP1 act,TIM10 inh,Jurkat NFkB inh,tim10-1 inh,CHOP UPR activ
O=C(Nc1ccccc1C(F)(F)F)NC1CCCCC1,25,-5,-8,0,9,9,14,2.9
COC(=O)Cc1ccc(NC(=O)c2ccc(C)c(C)c2)cc1,30,-51,6,3,18,-81,-4,2.5
O=C(Nc1cccc(F)c1)C1CC(=O)N(c2ccc(Cl)cc2)C1 (centres undefined),19,25,-2,-1,15,0,22,0.6
O=C(Nc1nccs1)c1ccc2c(c1)C(=O)N(Cc1cccnc1)C2=O,13,20,15,0,4,19,2,1.8
CC(=O)N(CCN1CCOCC1)Cc1cc2cc3c(cc2nc1Cl)OCO3,4,-1,4,-3,5,1,9,0.8
CCN(CC)CCNC(=O)Cc1nn(Cc2ccccc2)c(=O)c2ccccc12,-2,4,5,0,-2,-6,0,0.5
CCOC(=O)c1c(C)nc2sc3c(=O)[nH]cnc3c2c1-c1ccc(OC)cc1,-1,-2,1,2,-8,2,11,0.4
COC(=O)c1ccc2c(=O)n(CCCCCC(=O)NCc3ccccn3)c(=O)[nH]c2c1,6,-4,2,0,12,2,7,0.9
COc1ccc(/C=C2\SC(=O)N(CC(=O)NNC(=O)c3ccccc3O)C2=O)cc1,-5,11,-32,-1,-10,-9,-1,0.8
Cc1nc(C(=O)Nc2cc(Cl)ccc2Cl)nn1-c1cc(OC(C)C)c(Cl)cc1Cl,2,19,20,1,12,-12,20,-4.5
N=C1c2ccccc2CN1c1ccc(N2CCOCC2)c(S(=O)(=O)Nc2ccc(Cl)cc2)c1,-20,24,9,2,10,-6,28,0.0
